All columns: NCI-60 one-dose screen, growth in % after 48 h at 10 µM unless noted; 100 = growth as untreated, 0 = no growth, -100 = all killed.
HL-60(TB): HL-60(TB) leukemia cells; hit rate 9% among 78,000; AID 1794776; active = growth percent below 10
* hit, by the source's call; & = joins results of further samples; [ ] = dose if it differs, or a comment.

SMILES	HL-60(TB)
COc1ccc(/C=N/NC(=O)c2[nH]c(=O)c3c(=O)[nH]c(-c4ccccc4)cc3c2O)cc1	87.3
CC(C(=O)NO)N1C(/N=C/c2ccccc2)=NNC1(C)c1ccccc1O (stereo unspecified)	89.1
O=C(c1ccccc1)c1cccs1	110.2
CNC(=O)c1cc(Oc2ccc3nc(NC(=O)c4cc(-n5cnc(C)c5)cc(C(F)(F)F)c4)sc3c2)ccn1	103.8
Brc1ccc(-c2csc(Nc3ccccn3)n2)cc1	79.2
CC(=O)OC1CN2CCC1CC2 (stereo unspecified)	105.1
c1ccc2c(c1)nc(-n1ccnc1)c1nc3ccccc3n12	101.0
OC(c1ccccc1)C(NCc1ccccc1)c1ccccc1 (stereo unspecified)	98.4
C#CCOc1ccc2ncnc(Nc3cccc(CNC(=O)C=C)c3)c2c1	97.4[8.25 µM]
Cn1c(=O)c2cccnc2c(=O)n1C	78.2
NCCCNCCCCNC(=O)C(O)NC(=O)CCCCCCN=C(N)N (stereo unspecified)	90.7
Nc1nc(N)c(-c2ccc(Cl)cc2)c(/C=C/c2ccc([N+](=O)[O-])cc2)n1	47.8
COC(=O)c1c(Nc2ncnc(Nc3cc(OC)c(OC)c(OC)c3)n2)ccc2c1OCCO2	91.9
COc1cc(C(=O)c2cnc(-c3c[nH]c4cccc(C)c34)[nH]2)cc(OC)c1OC	-14.9*
O=C1S/C(=C/c2ccc(Cl)cc2)C(=O)N1c1nc(N2CCCC2)nc(N2CCCC2)n1	101.1
N#COc1ccc(/C=C2\CCCC3C2=NNC3c2ccc(OC#N)cc2)cc1 (stereo unspecified)	145.8
O=CNNC(=O)c1ccccn1	92.5
NC(N)=NC(N)=Nc1ccccc1-c1ccccc1	108.1
CCN1C(=O)N(CC)C2C1NN=C1SC(C(=O)O)=CC(=O)N12 (stereo unspecified)	103.6
C[C@H](CCC(=O)O)[C@H]1CC[C@H]2[C@@H]3CC[C@@H]4/C(=C\c5ccco5)C(=O)/C(=C\c5ccco5)C[C@]4(C)[C@H]3CC[C@]12C	29.9
COc1cc2c(=O)n(CCCN(C)C)c3c4cc5c(cc4ccc3c2cc1OC)OCO5	55.0
COc1ccc(C(=O)c2ccccc2OC)cc1	63.0
COC(=O)CC1(CC(N)=O)SCCS1	100.9
C=C(C)c1ccc(C(=C)C)cc1	85.8
CCOP(=O)(O)OP(=O)(O)OCC	94.1

Part of the list above, as comma-separated lines:
canonical_smiles,HL-60(TB)
c1ccc2c(c1)nc(-n1ccnc1)c1nc3ccccc3n12,101.0
OC(c1ccccc1)C(NCc1ccccc1)c1ccccc1 (stereo unspecified),98.4
C#CCOc1ccc2ncnc(Nc3cccc(CNC(=O)C=C)c3)c2c1,97.4[8.25 µM]
Cn1c(=O)c2cccnc2c(=O)n1C,78.2
NCCCNCCCCNC(=O)C(O)NC(=O)CCCCCCN=C(N)N (stereo unspecified),90.7

Rewritten comma-delimited: part of the list above
SMILES,HL-60(TB)
Brc1ccc(-c2csc(Nc3ccccn3)n2)cc1,79.2
O=C(c1ccccc1)c1cccs1,110.2

Other structures
SMILES	HL-60(TB)
S=C(Nc1ccccc1)Oc1ccc(-c2cssc2=S)cc1	103.2
Cc1ccc2c(OCC(=O)N/N=C/c3ccc(Br)cc3)cc(=O)[nH]c2c1	100.8
N#CCC(=O)NNc1nc(Nc2ccccc2)nc(Nc2ccc(S(N)(=O)=O)cc2)n1	101.5
CCOC(=O)CNC(=O)Cc1ccccc1	95.4
CC(=O)c1ccc(NC(=O)Cn2c(=S)n(-c3ccccc3)c(=O)c3ccccc32)cc1	94.7
CCOc1ccc2nc(NCc3ccc(N(C)C)cc3)sc2c1	76.7
O=C(c1c[nH]c2ccccc12)c1n[nH]c(=S)n1-c1ccc([N+](=O)[O-])cc1	61.4
CCCCNC(=O)/C(=C/c1ccc2c(c1)OCO2)NC(=O)c1ccccc1	101.0
COc1ccc(C(=O)c2sc3nc4c(c(-c5cccnc5)c3c2N)CCCC4)cc1OC	86.6
O=C1C=C(NCCCCCCN2C(=O)c3cccc4cccc(c34)C2=O)C(=O)c2ccccc21	151.7
O=C(/C=C/Nc1ccc(S(=O)(=O)Nc2ncccn2)cc1)c1cc2cc(Br)ccc2oc1=O	91.3
COc1ccccc1-c1nc2ccccc2s1	85.2
CCOC(=O)CN1/C(=N/c2sc3c(c2C(=O)OCC)CCN(C(=O)OCC)C3)SC(=O)/C1=C\C(=O)OC	79.9
Cc1ccc(C2=C(O)C(=O)C(c3ccc(C)cc3)=C(O)C2=O)cc1	75.0
CCc1ccccc1N	101.1
C/C(=N/OC(=O)N(C)C)c1cc(Cl)ccc1Cl	95.1
CC1=CC(=O)C=C(C)C1=O	73.9
Clc1ccc(C(c2cccs2)N2CCNCC2)cc1 (stereo unspecified)	46.1
OC(COc1ccccc1)CN1CCN(c2ccccc2Cl)CC1 (stereo unspecified)	128.7
Brc1ccc2c(c1)CCCC2	128.1
Fc1ccc(/C=N/Nc2ccc3nnc(-c4ccc(Cl)cc4)n3n2)cc1	88.6
C=CCN=C1C=C(C)CC(C)(C)C1	103.7
CS(=O)(=O)CCNS(=O)(=O)c1ccc(-c2cnc(C3CC3)o2)cc1	99.8
NNC(=O)Nc1nn[nH]n1	95.8
O=C(O)c1cccc2c1-c1ccc([N+](=O)[O-])cc1C2=O	108.1

More compounds
SMILES	HL-60(TB)
COc1ccc2c(c1)[nH]c(=O)c1c3cc(OC)c(OC)cc3cn21	-18.9*
O=[N+]([O-])c1cc([N+](=O)[O-])c(Cl)cc1Cl	-40.4*
Cc1ccccc1Cn1cc(F)c(=O)[nH]c1=O	101.6[50 µM]
CC1(O)CC2CC1C(C(=O)O)C2C(=O)O (stereo unspecified)	107.5&95.3
CS(=O)(=O)c1ccc(-c2nc3cc(Cl)ccc3n2CC(=O)N/N=C/c2ccccc2)cc1	98.1
O=C(CCl)NCc1ccc(Cl)cc1	89.5
O=[N+]([O-])c1cccc(-c2cc(CCCCO)on2)c1	100.1
CC(C)CC(C)NC(=O)CCCl (stereo unspecified)	94.0
CC(C)(C)OC(=O)CC1(O)CCCCC1	105.8
CN(C)C=Nc1ccn(C2CC(F)C(CO)O2)c(=O)n1 (stereo unspecified)	84.8
CCc1ccccc1-n1[nH]c(C)c(C=N)c1=O	98.3
O=[N+]([O-])c1ccc(Nc2cccc3cccnc23)c2nonc12	86.9
COc1cc(CNS(=O)(=O)c2ccc(C)cc2)ccc1O	96.2
COc1ccc(Cc2noc(=O)[nH]2)cc1	102.8
Cc1nc2sc(C(=O)Nc3cccc(Cl)c3C)c(N)c2cc1C(O)c1ccccc1 (stereo unspecified)	-42.3*
CCC(=O)NCCc1ccccc1	101.2
S=C(SCc1nc(-c2ccc(Cl)cc2)no1)N1CCSCC1	95.4
CC1(C)CC(=O)c2c(nn(-c3ccccc3)c2-c2cn(-c3ccccc3)nc2-c2ccc([N+](=O)[O-])cc2)C1	94.9
O=C(NCc1cc(=O)n(-c2ccccc2)[nH]1)c1ccc(-c2ccccc2)cc1	80.0
COc1cc2ncnc(Nc3nc4ccccc4[nH]3)c2cc1OC	102.4
COC(=O)C(N)Cc1c[nH]c2ccccc12 (stereo unspecified)	88.3
COC(=O)C1=CC(=O)N2C(=S)N(c3ccccc3)C(=O)C12 (stereo unspecified)	97.7
Cc1ccc(/C=N/NC(=O)C[N+](C)(C)C)cc1	108.1
COc1ccc(C(=O)NC(=O)Nc2ccc3c(c2)NC(=O)/C3=C\c2[nH]c(C)c(C(=O)NCCN(C)C)c2C)c(F)c1	105.2
CN(C)c1ccc(N=C2C=CC(=O)C=C2)cc1	110.8

Molecules above with two or more sulfur atoms (5):
SMILES	HL-60(TB)
COC(=O)CC1(CC(N)=O)SCCS1	100.9
S=C(Nc1ccccc1)Oc1ccc(-c2cssc2=S)cc1	103.2
CCOC(=O)CN1/C(=N/c2sc3c(c2C(=O)OCC)CCN(C(=O)OCC)C3)SC(=O)/C1=C\C(=O)OC	79.9
CS(=O)(=O)CCNS(=O)(=O)c1ccc(-c2cnc(C3CC3)o2)cc1	99.8
S=C(SCc1nc(-c2ccc(Cl)cc2)no1)N1CCSCC1	95.4

(list continues)
SMILES	HL-60(TB)
COc1cccc(C(=O)O)c1OC	106.0
CCOc1ccc(OCC(=O)O)cc1	94.7
CCC(=O)c1ccc(OC)c(OC)c1O	89.7
CCc1ccc(C2=C/C(=C/c3ccccc3)C(=O)N2CCc2ccc(S(N)(=O)=O)cc2)cc1	100.3
COc1cc2c(c(OC)c1O)C(=O)CO2	107.4
NC(N)=N/N=C/c1cccc(Cl)c1	95.4
O=C1C(Cl)=C(Cl)C(=O)C1(Cl)Cl	99.6
CCCCCCOC(=O)c1ccccn1	115.2
COc1ccc2nc(-c3cc(-c4cc(OC)c(OC)c(OC)c4)n[nH]3)[nH]c2c1	-38.7*
O=C(Nc1nc(-c2ccccc2)cc(-c2ccc(Cl)cc2)n1)c1ccncc1	110.3
CC1(c2ccccc2O)N=C(N)Nc2nc3ccccc3n21 (stereo unspecified)	133.0
CC(=O)N1N=C(c2ccc(Cl)cc2)CC1c1cccc(Nc2ccnc3cc(Cl)ccc23)c1 (stereo unspecified)	60.2
Cc1cccc(/C=N/OCCC(C)C)n1	84.2
COc1cc2oc(-c3cccc(NC(=O)c4cc(NC(=O)[C@H](C)N)ccc4Br)c3)cc(=O)c2c(OC)c1OC	41.9
COc1cc(-c2ccc(N=Nc3c(S(=O)(=O)O)cc4cc(N)ccc4c3O)c(OC)c2)ccc1N=Nc1cc(S(=O)(=O)O)c2ccccc2c1O	97.2
BrC1C2CCC(C2)C1Br (stereo unspecified)	82.6
O=S(=O)(NCc1ccccc1)c1cccc(N=Cc2c(O)ccc3ccccc23)c1	95.4
N#Cc1cc([N+](=O)[O-])ccc1Cl	103.4
CCCCCCC(=O)NCc1ccc(O)c(OC)c1	95.4
O=C1C(Cl)C(c2ccc([N+](=O)[O-])cc2)N1NCc1nc2ccccc2c(=O)[nH]1 (stereo unspecified)	93.3
COc1ccc2c(c1)c(-c1nc(N)nnc1-c1c[nH]c3ccccc13)cn2C	3.5*
COc1ccc(-c2[nH]c3ccccc3c(=O)c2O)cc1	70.2
CCCCCCCC(=O)Oc1ccc(Br)cc1	91.1
COc1cc(-c2csc(Nc3cc(NCCCO)nc(C)n3)n2)cc(OC)c1OC	73.1
O=C(/C=C/c1cccc(Cl)c1)OCc1ccc2cc1OCC#C/C=C\C#CCO2	81.8

The list goes on:
SMILES	HL-60(TB)
c1ccc2c(c1)ccc1n[se]nc12	104.5
CC12ON=C(c3ccc(F)cc3)N1CCc1c2[nH]c2ccccc12 (stereo unspecified)	111.2
N/C(=N\N=C\c1ccccn1)c1ccccn1	95.5
C=C1CCC2C(C)(CO)C(O)CCC2(C)C1C/C=C1/C(=O)OCC1Oc1ccccc1OC (stereo unspecified)	36.1
NC(N)=NCCCCNC(=O)/C(Cc1ccc(O)c(Br)c1)=N/O	98.6
O=C(Oc1ccccc1)c1ccccc1C(=O)Oc1ccccc1	94.4
Cc1ccccc1NC(=O)c1sc2nc3c(cc2c1N)CCCC3	11.8
Cc1cccc(Nc2cc(N)nc(N)n2)c1	93.1
CC1(C)C(Cl)(Cl)C(C)(C)C1(Cl)Cl	85.0
CCc1ccc(Cn2c(=O)nc(SC)[nH]c2=O)cc1	91.0
CNC(=O)c1c(I)c(NC(C)=O)c(I)c(C(=O)O)c1I	122.3
C[C@H](O)C(=O)Nc1c(I)c(C(=O)NC(CO)CO)c(I)c(C(=O)NC(CO)CO)c1I	79.9
O=C1NC(CCO)C(=O)NC1CCO (stereo unspecified)	85.2
O=C1/C(=C\c2ccc(O)cc2)N=C(c2cnccn2)N1c1cccc2cccnc12	129.0
CC1=C(C)CC2(CC1)C(=O)NC(=O)NC2=O	99.6&69.0
O=C1C=C2C=CC3CC2(O1)C1CCCCN1O3 (stereo unspecified)	98.0
COc1ccc(-c2nc3c(c(C)nc4c3nnn4-c3ccc(OC)cc3)c(=O)o2)cc1	100.1
Cc1cc(C(=O)Nc2ncc(Cc3ccc(F)cc3)s2)c(C)o1	83.8
CCCc1cc(NC)nc(S(=O)CC)n1 (stereo unspecified)	115.2
Cc1ccccc1C1SCC(=O)N1n1cnnc1 (stereo unspecified)	96.4
O=C(/C=C/c1ccncc1F)c1ccc(N2CCNCC2)cc1	79.3
c1ccc(C2=NN(c3ccccc3)[C@H](c3cn(-c4ccccc4)nc3-c3ccccc3)C2)cc1	113.3
NC12CC3CC(CC(C3)C1)C2	105.8&51.2
CC1NC(C)c2c(ccc3ccccc23)O1 (stereo unspecified)	239.5&83.0
Fc1cccc(-n2ncc3c(Nc4ccc(OCc5ccccc5)cc4)ncnc32)c1	90.7

Next section.
SMILES	HL-60(TB)
COc1ccc(-c2cc(-c3ccc(OC)cc3)n(-c3ccc(-c4nnc(NCc5ccccc5)s4)cc3)n2)cc1	126.9
Cc1nn(-c2ccccc2)c2c1C1C(=C(c3ccc(Cl)cc3)N2)C(=O)N(Cc2ccccc2)c2ccccc21 (stereo unspecified)	94.0
N/C(=N\C(N)=N\c1nc2ccccc2s1)c1cccc(F)c1	83.0[5 µM]
C=CCNC(=S)n1nc(SC)c(C(=O)OCC)c1N	98.0
Cc1ccc(C(=O)N/N=C/c2cccc([N+](=O)[O-])c2)cn1	74.0
COC(=O)c1ccc(Nc2cc(=O)[nH]c(=O)[nH]2)cc1	92.2
O=C(NCc1ccccc1)c1cccc([N+](=O)[O-])c1	100.8
NC(=S)NN=C1CSSC1	36.0
O=C1C=C(OCC=C(Cl)Cl)C(=O)c2ccccc21	-1.1*
COc1ccc(C2CC(c3cc4ccccc4oc3=O)=NN2c2ccc(S(N)(=O)=O)cc2)cc1 (stereo unspecified)	83.5
O=C1C2C3C=CC(C3)C2C(=O)N1c1cccc(O)c1 (stereo unspecified)	82.5
Cc1nc2sccn2c1-c1csc(Nc2cccc(Cl)c2C)n1	36.4
COc1cc(-n2c(-c3ccc(OCCO)cc3)nnc2-c2ccc(OCCO)cc2)cc(OC)c1OC	50.9[6.25 µM]
CC(Cl)CCN1CCCCC1 (stereo unspecified)	104.8

Sorted by molecular weight (largest number first): 4 of the compounds above.
SMILES	HL-60(TB)
S=C(Nc1ccccc1)Oc1ccc(-c2cssc2=S)cc1	103.2
CCOc1ccc2nc(NCc3ccc(N(C)C)cc3)sc2c1	76.7
COc1cccc(C(=O)O)c1OC	106.0
NNC(=O)Nc1nn[nH]n1	95.8

An excerpt, so the mix of outcomes need not match the whole.
